Bioassay records (PubChem BioAssay)
DAX1 inh-1 = DAX1 (NR0B1) inhibitors, primary screen, cell-based, HEK293, Gal4-DAX1, luciferase luminescence. Nuclear receptor subfamily 0 group B member 1 (Homo sapiens), P51843. HEK293 Gal4-DAX1 luciferase reporter. inhibition, % at 6.75 µM. actives 0.99% (n = 340,000). AID 504766, 2011;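 active = inhibition above the mean over all tested compounds plus 3 SD, cut at about 4.2% in these data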;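 note: 0% = DAX1-transfected cells with DMSO and 100% = empty-vector control cells with DMSO; inhibition shows as a rise in luminescence from relieved DAX1 repression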
ssDAF12 agonist = S. stercoralis DAF-12 nuclear receptor activators, primary screen, cell-based, luminescence, HEK293, GRIP1 co-expression, lit1-tk-luc | Nuclear hormone receptor DAF-12 (Strongyloides stercoralis) | HEK293 ssDAF-12/GRIP1 lit1-tk-luc reporter; % of 3 µM dafachronic acid response | activation, % at 6.8 µM | actives 1% (n = 370,000) | AID 652126, 2013;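 active = activation above the mean over all tested compounds plus 3 SD, cut at about 0.9% in these data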;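 note: 0% = DMSO-only wells and 100% = 3 µM delta7-dafachronic acid wells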
sPLA2-III inh = human group III sPLA2 inhibitors, primary screen, biochemical, QFRET, BODIPY PC-A2 liposome substrate. inhibition, % at 12.2 µM. actives 0.56% (n = 370,000). Group 3 secretory phospholipase A2 (Homo sapiens), Q9NZ20. QFRET BODIPY PC-A2 liposome hydrolysis, fluorescence;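 active = inhibition above mean plus 3 SD of compounds lying within the high and low control bounds, cut at about 19% in these data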;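 note: 0% = median of test compound wells and 100% = no enzyme DMSO wells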
hgDAF-12 ag = H. glycines DAF-12 receptor agonists, primary screen, cell-based, luminescence, HEK293, GAL4 fusion, UAS-luciferase. Nuclear hormone receptor DAF-12 (Heterodera glycines), GAL4 fusion. HEK293 GAL4-hgDAF12 UAS-luciferase reporter, agonist luminescence; normalized to butyrate control. activation, % at 6.8 µM. actives 1.8% (n = 370,000). AID 687014, 2013;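 active = activation above a cutoff set at the mean of all screened compounds plus 3 SD, cut at about 10% in these data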;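 note: 0% = DMSO wells and 100% = sodium butyrate wells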
SMARCA2 activ = SMARCA2 (BRM) function activators, primary screen, cell-based, luminescence, high throughput; MG213 cells, MMTV-luciferase reporter, dexamethasone, overnight; actives 1% (n = 370,000); activation, % at 9.1 µM; in the data active = activation above about 7.8%;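 note: 0% = vehicle wells and 100% = reference activator wells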
DAX1 inh-2 = DAX1 (NR0B1) inhibitors on StAR promoter, primary screen, cell-based, luminescence, SF-1 (NR5A1), full-length DAX-1 | actives 1.1% (n = 370,000) | HEK293T StAR-luciferase reporter, SF-1/DAX-1 repression relief | inhibition, % at 6.8 µM | AID 652010, 2013;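 active = inhibition above the mean over all tested compounds plus 3 SD, cut at about 3.6% in these data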;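 note: 0% = DAX-1 cells with DMSO and 100% = cells lacking DAX-1 with DMSO; higher inhibition means more luminescence from relief of DAX-1 repression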
GC-A act = GC-A stimulated cGMP production enhancers – HEK293 GC-A cells, cGMP TR-FRET, EC30 ANP, primary screen | actives 0.14% (n = 370,000) | Atrial natriuretic peptide receptor 1 (Homo sapiens), P16066 | activation, % at 10 µM | 0% at EC30 ANP, 100% saturating ANP | AID 1671463, 2021; in the data active = activation above about 40%
FXN GAA850 act = FXN promoter activators, primary screen, cell-based, luciferase luminescence, HEK293 lucGAA850; activation, % at 6 µM; HEK293 lucGAA850 FXN promoter luciferase reporter, 24 h; percent of 10 µM SAHA response; actives 0.56% (n = 360,000); AID 540364, 2011;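 active = activation above the average of all compounds screened plus 3 SD, cutoff fixed separately per campaign, cut at about 7.5% in these data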;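 note: 0% = DMSO wells and 100% = 10 µM SAHA wells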
GC-B act = human GC-B receptor activators, primary screen, HEK293 GC-B cells, cGMP TR-FRET, EC30 CNP. 0% at EC30 CNP, 100% saturating CNP. activation, % at 10 µM. actives 0.11% (n = 370,000);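 active = activation at 10 µM reaching about 35% in either raw or pattern-adjusted values, limit read from the data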
Target sequence (P20594 whole entry, looked up): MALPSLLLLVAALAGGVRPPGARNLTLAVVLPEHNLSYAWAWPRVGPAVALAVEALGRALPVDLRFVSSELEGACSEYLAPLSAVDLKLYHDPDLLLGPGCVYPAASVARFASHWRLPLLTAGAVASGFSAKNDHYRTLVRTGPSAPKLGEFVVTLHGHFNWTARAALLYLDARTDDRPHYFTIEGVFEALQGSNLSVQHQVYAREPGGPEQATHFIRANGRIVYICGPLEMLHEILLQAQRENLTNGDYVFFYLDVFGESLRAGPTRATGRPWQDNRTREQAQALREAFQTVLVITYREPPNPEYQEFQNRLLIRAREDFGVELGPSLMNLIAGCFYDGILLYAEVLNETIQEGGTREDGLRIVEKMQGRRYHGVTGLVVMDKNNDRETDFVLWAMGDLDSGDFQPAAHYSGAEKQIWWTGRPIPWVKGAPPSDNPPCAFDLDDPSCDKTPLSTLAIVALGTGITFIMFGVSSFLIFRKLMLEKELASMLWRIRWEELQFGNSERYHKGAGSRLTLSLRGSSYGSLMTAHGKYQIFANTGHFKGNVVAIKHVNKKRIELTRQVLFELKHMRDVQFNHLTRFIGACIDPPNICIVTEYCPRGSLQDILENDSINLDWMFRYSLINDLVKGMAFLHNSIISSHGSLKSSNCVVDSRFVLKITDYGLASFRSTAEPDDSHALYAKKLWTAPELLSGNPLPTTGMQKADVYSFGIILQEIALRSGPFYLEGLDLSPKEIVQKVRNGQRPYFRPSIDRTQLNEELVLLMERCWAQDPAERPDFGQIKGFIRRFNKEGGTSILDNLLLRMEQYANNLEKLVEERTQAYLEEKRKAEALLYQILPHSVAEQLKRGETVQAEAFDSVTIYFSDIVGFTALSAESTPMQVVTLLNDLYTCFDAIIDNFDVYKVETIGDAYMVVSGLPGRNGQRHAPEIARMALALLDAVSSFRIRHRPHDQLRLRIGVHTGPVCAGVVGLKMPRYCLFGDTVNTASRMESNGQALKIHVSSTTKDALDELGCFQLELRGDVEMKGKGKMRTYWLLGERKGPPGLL
hcDAF12 agonist = H. contortus DAF-12 nuclear receptor activators, primary screen, cell-based, luminescence, HEK293, lit1-tk-luc reporter; activation, % at 6.8 µM; HEK293 hcDAF-12 lit1-tk-luc reporter; 0% DMSO, 100% Δ7-dafachronic acid; actives 1.4% (n = 370,000);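 active = activation above the mean of all tested compounds plus 3 SD, cut at about 5.5% in these data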;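 note: 100% = response to 3 µM Δ7-dafachronic acid high control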
ADAM10 inh = human ADAM10 inhibitors, primary screen, biochemical, QFRET, HTS. recombinant ADAM10, EDANS/DABCYL FRET peptide cleavage, 3 h. inhibition, % at 7 µM. actives 0.62% (n = 370,000). AID 720582, 2013;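 active = inhibition above a per-campaign cutoff equal to the mean of compounds falling between control-based bounds plus 3 SD, cut at about 20% in these data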;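 note: 0% = DMSO wells while the 100% control is not disclosed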
Numbers without * were called inactive; i = inactive; nt = not tested or not shown.

Values in the order: DAX1 inh-1	ssDAF12 agonist	sPLA2-III inh	hgDAF-12 ag	SMARCA2 activ	DAX1 inh-2	GC-A act	FXN GAA850 act	GC-B act	hcDAF12 agonist	ADAM10 inh
O=C(NCCc1nc2ccccc2n1C/C=C/c1ccccc1)C1CCCCC1
→ nt	-0.8	-16	2.2	nt	nt	-21	nt	-26	3.5	12
CC(=O)NCc1ccc(-c2csc(-c3cccs3)n2)cc1
→ -0.4	-0.8	-4	12*	5	0.1	4	2.9	-8	2.7	-37
CC(C)c1ccc(NC2CCCN(C(=O)CCN3CCCO3)C2)cc1 (centres undefined)
→ -0.9	-1.5	5	1.6	-3	2.5	3	0.5	5	-0.8	-4
CCN1C(=S)SC(=O)C1=C1C=C(C)OC(C)=C1
→ 0.8	-0.7	7	2.0	1	0.0	2	1.9	-8	0.4	4
COCCOC(=O)c1c(C)oc2ccc(OC(=O)c3c(OC)cccc3OC)cc12
→ -2.9	-1.9	-15	-3.0	-1	-1.3	5	0.3	6	-1.0	12
Cc1ncc(CN2CCN(Cc3ccc(F)cc3)C(CCO)C2)s1 (centres undefined)
→ 3.9	-1.3	0	-1.6	2	-0.2	2	0.3	2	-1.4	8
O=[N+]([O-])c1cccnc1Oc1ccc(F)cc1
→ 2.5	-1.6	4	-1.2	-2	0.1	1	1.2	4	1.4	1
Cc1cccc(CCN2C(Nc3ccccc3)=NC[C@@H]2CC(C)C)c1
→ 6.7*	-1.3	2	0.5	-1	-0.5	-9	-0.8	-10	0.0	1
Nc1c(Cl)ncnc1N/N=C/c1cccc(O)c1
→ 2.2	-1.9	7	-0.8	0	0.4	0	-1.8	-3	-0.9	-1
CC(C)Sc1nc2c(c(=O)n1-c1ccc(F)cc1)SCC2
→ 1.9	-1.0	2	1.6	1	0.1	-4	-1.7	-2	-1.2	8
CCCCNS(=O)(=O)c1ccc2nc(SCC(=O)N3CC(C)OC(C)C3)[nH]c2c1 (centres undefined)
→ -0.7	-1.4	-5	-1.8	-2	0.1	-2	1.2	3	-1.6	5
CCN(C(=O)Cn1c(=O)oc2cc(S(=O)(=O)N3CCOCC3)ccc21)c1ccccc1
→ 0.2	-1.5	0	3.7	-3	-0.3	-3	-1.7	4	-0.4	3
O=C(COc1cc2oc(=O)cc(-c3ccccc3)c2cc1Cl)NC(Cc1c[nH]c2ccc(O)cc12)C(=O)O (centres undefined)
→ 1.2	-0.9	-33	4.6	1	-0.1	2	0.8	6	-0.5	-16
COc1ccc(NC(=O)CN(c2ccc(C)cc2)S(=O)(=O)c2c(C)nn(C)c2C)cc1OC
→ 0.2	-1.3	1	-0.9	4	-0.4	-7	-2.4	4	-2.4	11
O=S(=O)(c1ccc(-c2csc(=Nc3ccccc3)n2CCCN2CCOCC2)cc1)N1CCOCC1
→ 0.3	-1.0	0	-3.5	0	0.2	-5	-0.3	0	-1.1	1
C/C(=N\Nc1nccnc1Cl)c1ccc(O)c(C)c1
→ -0.7	0.2	14	12*	4	1.6	6	3.9	-1	4.5	0
COc1ccc(S(=O)(=O)N(CCCN2CCCC2=O)Cc2cc3c(C)cc(C)cc3[nH]c2=O)cc1
→ -1.3	-1.2	-19	0.9	0	-1.1	-2	-2.1	-5	-1.1	-71
O=C(Cc1ccsc1-c1ccccc1)NO
→ -0.6	-1.1	1	2.1	0	-0.4	-2	6.0	-2	-0.3	3
O=C(CN1C(=O)c2ccccc2S1(=O)=O)c1ccc2c(c1)OCCCO2
→ -9.9	-3.8	-6	-17	-9	-2.7	6	-13	1	-8.9	-8
Cc1ccc(S(=O)(=O)C=CS(=O)(=O)c2ccc(C)cc2)cc1
→ 1.1	-1.3	-15	-0.9	3	-1.0	-6	-1.6	26	-0.3	-9
COc1ccc([C@H]2N[C@]3(CCCN(Cc4cccn4C)C3=O)[C@H]3C(=O)N(Cc4ccccc4)C(=O)[C@@H]23)cc1
→ 2.7	-0.9	3	-1.5	-3	-0.3	4	-2.5	12	-0.2	-8
Cc1ccc(N2CCN(C(=O)c3ccccc3NC(=O)c3ccccc3C(=O)O)CC2)cc1
→ -0.5	0.6	3	5.4	2	1.6	3	1.2	0	3.8	-24
Cc1ccc([C@H]2C(C(=O)O)=CC[C@@H](c3ccc(Cl)c(Cl)c3)N2S(=O)(=O)c2ccc(C)cc2)cc1
→ -0.6	-1.3	-172	-2.3	-2	-0.6	0	0.9	3	-0.3	11
CC(=C/c1ccco1)/C=N/NC(=O)Cc1cccn1C
→ -0.1	-0.7	-7	-0.5	0	-0.2	0	1.6	3	1.0	-2
Cc1cccc(-n2c(Cc3cc(=O)[nH]c(=O)[nH]3)nnc2SCC(=O)N2CCCCC2)c1
→ 0.4	-0.9	-1	0.3	0	0.0	0	-1.1	6	0.9	-14
O=[N+]([O-])c1ccc(-c2ccc(/C=N/O)o2)cc1
→ nt	-1.2	5	5.2	-4	-0.5	-3	1.0	-5	0.5	0
COc1ccc(OC)c(NC(=O)CSc2nnc(CNC(=O)c3cc(OC)c(OC)c(OC)c3)o2)c1
→ 0.0	-0.1	4	1.7	0	-0.5	-1	0.4	-2	-0.4	0
CC(C)C(=O)N1CCC2(CC1)Oc1ccc(Cl)cc1C(=O)C21CC(c2ccc(Cl)cc2)=NO1 (centres undefined)
→ -0.5	-0.9	4	-2.7	0	-0.3	0	0.0	-1	-1.9	12
O=C(CCCN1C(=O)c2cccc3cccc(c23)C1=O)N1CCN(Cc2ccc3c(c2)OCO3)CC1
→ -1.1	-1.4	-15	-4.7	-1	-1.1	1	0.5	1	-2.4	-93
CC1=CCC(C(=O)O)C(C(=O)NC2CCCCC2)C1 (centres undefined)
→ -0.3	-0.9	0	-1.0	0	-0.1	-1	0.3	4	-0.5	-8
CC1C[C@@]2(NC(=O)NC2=O)C(C)CN1C (some centres undefined)
→ 0.5	-1.5	3	-1.9	-5	0.4	2	1.4	5	-2.0	-17
Cn1c([N+](=O)[O-])cnc1N1CCN(c2nncs2)C1=O
→ 0.0	-0.9	2	-1.4	-3	-0.1	2	2.3	0	-1.7	2
O=C(c1cnc(Cc2c[nH]c3ccccc23)c(I)c1)N1CCOCC1
→ nt	-0.9	-29	-1.1	-2	-3.0	4	-1.3	0	3.5	2
COc1cccc([C@@H]2CC=C(C(=O)O)CN2S(=O)(=O)c2ccc(C)cc2)c1
→ 0.1	-0.8	-6	1.2	1	-0.1	2	0.5	2	1.9	-4
COc1cccc(OC)c1C(=O)NCc1ccco1
→ 0.3	-1.0	-4	2.2	-3	-0.2	1	0.8	5	1.6	-3
Cc1nn(CC(=O)Nc2ccc3c(c2)CCC3)c(C)c1[N+](=O)[O-]
→ -0.1	-1.3	-1	0.1	-1	1.2	-2	-1.3	-2	-0.8	-3
S=C(Nc1ccccc1Cl)N(Cc1ccccc1)Cc1ccccn1
→ -1.0	-1.3	4	-1.9	-1	-0.2	-6	0.2	-5	-0.8	0
O=C(CC1C(=O)NCCN1C(=O)c1ccc(Cl)cc1)Nc1ccc(F)cc1 (centres undefined)
→ 0.4	-1.1	3	-1.4	0	0.2	-4	1.9	6	-1.5	11
O=C(Cc1nnc(NC(=O)Nc2ccccc2)s1)NCc1ccccc1
→ -1.5	-0.6	-2	-2.5	-1	0.7	-2	3.5	1	-0.3	-2
CN(c1ccccc1)c1ccc(/C=C(/CCC(=O)O)c2nc3ccccc3s2)cc1[N+](=O)[O-]
→ 1.5	-1.5	20*	-1.2	1	0.1	-2	1.4	-3	0.7	15
CCn1cc(CN2CCC(C(=O)Nc3ccc(Oc4ccccc4F)cc3)CC2)c(C)n1
→ -1.3	-0.9	5	-3.4	-2	-3.3	3	-0.2	-3	-1.4	5
Cn1c(SCC(=O)Nc2ccccc2-c2ccccc2)nnc1-c1ccco1
→ 1.2	-0.9	-1	-1.6	-5	-0.5	-2	0.9	1	-1.7	-1
COc1ccc(N(CC(=O)NC2CCCCC2)S(=O)(=O)c2c(C)[nH]c(=O)[nH]c2=O)cc1
→ 1.1	-0.7	-1	1.8	0	1.2	0	0.5	-6	0.8	3
CCCOc1ccc(S(=O)(=O)Nc2ccccn2)c2ccccc12
→ -1.3	-1.1	-11	0.1	0	0.3	2	1.1	-1	-1.1	9
COc1ccccc1C(=O)NC(=S)NNC(=O)c1sc2ccccc2c1Cl
→ 0.8	-0.5	0	0.2	2	0.3	-5	2.2	-8	3.0	5
Cc1cc(C)c2nc(NC(=O)C3CC(=O)N(Cc4ccco4)C3)sc2c1 (centres undefined)
→ -1.0	-1.8	-23	2.9	1	-0.6	12	1.8	-7	-0.1	7
COc1ccc(CNC(=O)CCS(=O)(=O)c2cccc3nonc23)cc1
→ -0.1	-1.0	0	-2.5	-4	-0.1	-1	-0.1	-6	-0.9	-4
COc1ccc(N(CC(=O)NCc2ccco2)C(=O)CNS(=O)(=O)c2ccc(Cl)cc2)cc1
→ -1.6	-1.3	-17	0.9	-1	-0.3	-4	-1.2	-2	-0.3	5
CC(C)CCNC(=O)COc1ccc2c(c1)C(=O)CC(C)(C)O2
→ 1.2	-1.5	2	4.2	5	0.7	3	2.3	-2	-1.2	i
CCOc1ncccc1C(=O)OCc1c(Cl)cccc1Cl
→ -0.1	-1.1	13	1.2	-1	-0.2	-6	6.3	1	-0.5	3
CC(C)(C)n1nnnc1C(c1cccc(C#N)c1)N1CCN2CCCC2C1 (centres undefined)
→ 0.0	-1.1	-1	-2.2	-1	0.4	5	-0.4	1	0.4	-3
Cc1cccc(NS(=O)(=O)c2csc(C(N)=O)c2)c1C
→ -0.5	-1.1	-4	-4.6	-2	-0.3	2	-0.3	1	1.1	7
COc1ccc(C(=O)N/C(=C\c2cccs2)C(=O)N2CCN(C)CC2)cc1OC
→ -0.7	-0.5	-3	-0.8	-1	-0.2	-2	-0.4	-3	0.4	2
CCOC(=O)C1=C(C)C2C3C(=O)N(c4ccc(C)cc4C)C(=O)C3C1(C)C1C(=O)N(c3ccc(C)cc3C)C(=O)C21 (centres undefined)
→ 0.1	-0.9	-8	-0.5	-1	-0.7	0	3.4	3	1.3	-1
CCCn1c(N)c(C(=O)CSc2nc3ccccc3c(=O)n2Cc2ccccc2)c(=O)[nH]c1=O
→ 1.6	-1.7	1	2.0	6	-0.3	-16	-0.2	7	-1.3	4
